ERAP1 inh – human ERAP1 aminopeptidase inhibitors, primary screen, biochemical, single point, plate reader; recombinant ERAP1, Leu-AMC fluorescence, 60 min; inhibition, % at 10.7 µM; actives 0.15% (n = 340,000); AID 652197, 2013;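 active = mean replicate inhibition of at least 30%, or all replicates individually reaching that 30% level; inactive = mean below 30% and not every replicate reaching it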;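 note: 0% = neutral control wells and 100% = L-leucinethiol positive control wells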
E-sel inducer – E-selectin induction in HUVECs, primary screen, imaging, HUVEC, immunofluorescence imaging, single point. normalized: neutral wells 0, TNF-alpha wells 100. actives 0.37% (n = 260,000). activation, % at 7.58 µM. P16581;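 active = mean E-selectin-positive cell signal at least 10% of the positive control, reached in at least 60% of replicates, without over 20% cell loss; inconclusive = no rule given, readout overlaps actives, possibly toxicity-flagged; inactive = the rest, including those meeting only one limit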;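 note: in these data hits start at about 27%; measured in HUVEC primary endothelial cells; signal is the percent of cells scored E-selectin positive by PE staining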
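Test system: HUVEC; input: 3,000 HUVEC/well; measured by: immunofluorescence imaging; read-out: % PE-positive cells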
RAD54 inh – inhibitors of human RAD54 branch migration, primary screen, biochemical, fluorescence, single point; AID 602329, 2012; inhibition, % at 10.4 µM; actives 0.14% (n = 360,000); RAD54 Holliday junction branch migration, FAM/BHQ fluorescence;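 active = mean normalized replicate activity at least 40 and at least half of replicates scoring 40 or more; inconclusive = only one of the two criteria met; inactive = mean below 40 and under half of replicates reaching 40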;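 note: 0% = median of neutral control wells and 100% = median of positive control wells; inhibitors cause a drop in the FAM fluorescence signal; in these data hits start at about 50%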
ERp5 inh – inhibitors of ERp5-driven insulin aggregation, primary screen, biochemical, turbidity, absorbance 650 nm, single point. Protein disulfide-isomerase A6 (Homo sapiens), Q15084. 90 min. inhibition, % at 9.99 µM. actives 0.05% (n = 350,000). AID 651711, 2012;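 active = mean replicate inhibition above about 25%, with every replicate also reaching it, limit read from the data, passing the limit was not always enough; inconclusive = only one of those two criteria met; inactive = neither criterion met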
Target sequence (Q15084 whole entry, looked up): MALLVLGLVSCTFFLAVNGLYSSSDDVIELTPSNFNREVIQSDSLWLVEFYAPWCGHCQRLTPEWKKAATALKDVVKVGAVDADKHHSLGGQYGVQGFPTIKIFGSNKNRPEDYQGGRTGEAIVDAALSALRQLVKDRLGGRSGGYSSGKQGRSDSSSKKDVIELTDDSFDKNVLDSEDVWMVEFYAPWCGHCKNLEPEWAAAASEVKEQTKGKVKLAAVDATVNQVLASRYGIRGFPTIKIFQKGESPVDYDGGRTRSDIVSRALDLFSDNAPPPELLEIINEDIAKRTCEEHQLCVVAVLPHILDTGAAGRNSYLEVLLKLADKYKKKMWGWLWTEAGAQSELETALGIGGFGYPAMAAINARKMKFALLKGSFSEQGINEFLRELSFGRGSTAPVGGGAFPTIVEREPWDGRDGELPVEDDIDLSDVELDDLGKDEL
S100A4 MyoIIA – inhibitors of S100A4-myosin IIA peptide binding, primary screen, biochemical, fluorescence polarization, TAMRA-MyoIIA peptide. Protein S100-A4 (Homo sapiens), P26447. AID 652163, 2013. inhibition, % at 10.7 µM. actives 0.14% (n = 360,000);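 active = mean inhibition of at least 70% across replicates, with every replicate also reaching that level; inconclusive = mean inhibition reaches 70% but some replicates fall short; inactive = mean inhibition below 70%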
Target sequence (P26447 whole entry, looked up): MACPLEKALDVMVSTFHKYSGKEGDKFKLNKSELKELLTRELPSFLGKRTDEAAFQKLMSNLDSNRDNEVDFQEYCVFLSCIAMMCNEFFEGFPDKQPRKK
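Test system – S100A4 monomer (human) · Compound – single-point compound testing · Schedule – 5 min incubation before reading · Probe or stimulus – TAMRA-labelled myosin IIA heavy-chain peptide probe, 5 nM · Benchmarks – neutral control DMSO, positive control TFP · Medium – Calcium-containing HEPES buffer, pH 7.2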
RAD52 anneal inh – RAD52 DNA annealing inhibitors, primary screen, biochemical, FRET, single point, set 2; DNA repair protein RAD52 homolog (Homo sapiens), P43351; recombinant RAD52 DNA annealing, FRET fluorescence; inhibition, % at 18.7 µM; actives 0.46% (n = 360,000); AID 651710, 2012;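 active = every replicate showing at least 50% inhibition; inconclusive = mean inhibition at least 50% but not in every replicate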
Target sequence (P43351 whole entry, looked up): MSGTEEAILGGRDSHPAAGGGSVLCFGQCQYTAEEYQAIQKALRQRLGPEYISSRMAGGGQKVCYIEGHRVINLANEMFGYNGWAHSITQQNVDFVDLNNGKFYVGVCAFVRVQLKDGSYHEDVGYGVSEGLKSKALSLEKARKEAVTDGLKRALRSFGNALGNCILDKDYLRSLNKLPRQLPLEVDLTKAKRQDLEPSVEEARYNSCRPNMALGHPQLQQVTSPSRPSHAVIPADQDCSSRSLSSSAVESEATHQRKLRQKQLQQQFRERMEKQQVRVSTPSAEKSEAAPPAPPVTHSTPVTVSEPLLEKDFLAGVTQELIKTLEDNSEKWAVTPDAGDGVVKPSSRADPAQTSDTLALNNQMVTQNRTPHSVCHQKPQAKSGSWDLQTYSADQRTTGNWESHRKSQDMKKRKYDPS
XiGFP reactiv – activators of inactive X chromosome reactivation, primary screen, imaging, XiGFP fibroblasts, GFP high-content imaging, set 2 | XiGFP mouse fibroblasts, % GFP-positive cells imaging, 3 d; cells co-treated with 5-aza-dC sensitizer; scaled so ellipticine positive control = 100% | activation, % at 7.58 µM | actives 0.055% (n = 360,000) | AID 743238, 2013;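 active = mean normalized replicate activation at least 10% and every replicate at or above 10%; inconclusive = only one of the two criteria met; inactive = mean below 10% and not all replicates reach 10%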;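 note: 0% = median of on-plate neutral control wells and 100% = ellipticine 6 µM median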
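Assay system: SV40-immortalized XiGFP fibroblast cells, line 68-5-11; buffer or medium: DMEM plus 5-aza-dC sensitizer; compound: one concentration, pinned; timing: compounds 3 days, fix/stain 15 min at room temperature; benchmarks: positive control ellipticine, 6 µM final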
esBAF inh – Bmi1 luciferase reporter increase in mESCs, primary screen, esBAF inhibitor project, mouse ES cells, Bmi1 luciferase knock-in, single point; 24 h; 100% = twice the neutral-well signal; reporter increase, % at 12.5 µM; actives 2% (n = 350,000); in the data active = activation above about 40%; inconclusive = no clear call, values can overlap the other calls;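 note: 0% = median of the plate's neutral control wells and 100% = double that signal; a rise in the Bmi1 reporter signal indicates esBAF inhibition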
* = called active by the depositor; i = inactive; ? = inconclusive; nt = not tested or not shown.

Results follow in this order: E-sel inducer	S100A4 MyoIIA	RAD54 inh	RAD52 anneal inh	ERAP1 inh	XiGFP reactiv	ERp5 inh	esBAF inh
COc1ccc(S(=O)(=O)NCC(=O)N(CC2CCCO2)C(C(=O)NC2CCCC2)C(C)C)cc1 (configuration not stated)
    0.3	6.1	-3.1	-14.7	6.9	0.2	6.9	-2.9
Cc1ccc(/C=C2/SC(=O)N(CC(=O)N3CCOCC3)C2=O)s1
    6.5	105.9*	-0.1	i	1.8	0.0	4.4	22.9
CC(C)n1nc(C(=O)NNC(=O)c2ccncc2)c2ccccc2c1=O
    0.1	-6.9	-5.6	-11.0	3.2	0.0	-0.1	-4.7
CCC(=O)N1CC[C@@H]2[C@H]1c1cc(C#Cc3cccc(OC)c3)ccc1N[C@@H]2CO
    -0.4	nt	-14.2	nt	nt	0.1	nt	0.1
O=C(C[C@H]1CC[C@H](NS(=O)(=O)c2ccccc2F)[C@@H](CO)O1)NCCCN1CCOCC1
    0.2	5.4	3.8	-0.4	0.2	0.4	3.3	-2.4
COc1ccc(S(=O)(=O)N(C)C[C@@H]2OCCCC[C@@H](C)Oc3ccc(NC(=O)c4ccncc4)cc3C(=O)N([C@H](C)CO)C[C@@H]2C)cc1
    -0.1	2.4	-2.4	8.9	0.3	0.3	-4.1	-1.4
COc1ccccc1CNC(=O)CN1C(=O)NC(c2ccccc2)(c2ccc(C)c(C)c2)C1=O (configuration not stated)
    0.0	0.0	13.3	-4.7	0.8	0.0	2.0	-8.5
COc1ccc(S(=O)(=O)Nc2ccc3c(c2)C(=O)N([C@@H](C)CO)C[C@@H](C)[C@H](CN(C)CC2CC2)O3)cc1
    -0.1	-83.8	-0.3	9.0	-2.6	-1.2	-1.7	2.7
C[C@@H]1CN([C@H](C)CO)C(=O)Cc2cc(NC(=O)Cc3ccccc3)ccc2O[C@@H]1CN(C)Cc1ccccc1
    -0.2	13.8	4.0	-3.0	2.4	0.1	-4.6	0.9
C[C@@H]1CCCCO[C@H](CN(C)C(=O)Nc2ccc(C(F)(F)F)cc2)[C@H](C)CN([C@@H](C)CO)C(=O)c2cc(NC(=O)Nc3ccc4c(c3)OCO4)ccc2O1
    0.2	9.5	-0.6	-11.2	-1.6	0.7	7.5	2.7
CC(C)CCNC(=O)C1CCN(S(=O)(=O)c2ccc3c(c2)CC(C)N3C(=O)C2CC2)CC1 (configuration not stated)
    nt	-6.5	2.1	-17.6	-1.6	0.1	0.5	-3.2
COc1ccc(NC(=O)NCc2ccco2)cc1OC
    nt	-3.7	nt	-11.6	1.0	0.0	-2.4	nt
COc1ccc(N(CC(=O)N/N=C/c2cccc(OC)c2OC)S(=O)(=O)c2ccccc2)cc1
    nt	-1.6	-12.6	-14.2	-0.1	0.0	0.0	-2.8
C=CCSc1nc(-c2ccc(OC)cc2)c(C#N)c(=O)n1CC=C
    -2.2	3.5	nt	-7.2	8.7	-0.1	0.6	nt
COc1ccc(C(=O)N/C(=C\c2ccc(Cl)cc2)C(=O)NCCN2CCOCC2)cc1
    0.4	2.6	1.1	-1.2	9.9	0.1	10.6	-6.0

Three compounds from above, reduced to S100A4 MyoIIA:
molecule	S100A4 MyoIIA
COc1ccc(S(=O)(=O)NCC(=O)N(CC2CCCO2)C(C(=O)NC2CCCC2)C(C)C)cc1 (configuration not stated)	6.1
Cc1ccc(/C=C2/SC(=O)N(CC(=O)N3CCOCC3)C2=O)s1	105.9*
CC(C)n1nc(C(=O)NNC(=O)c2ccncc2)c2ccccc2c1=O	-6.9

Other entries
Results follow in this order: E-sel inducer	S100A4 MyoIIA	RAD54 inh	RAD52 anneal inh	ERAP1 inh	XiGFP reactiv	ERp5 inh	esBAF inh
C[C@H](CO)N1C[C@H](C)[C@H](CN(C)C(=O)c2ccccc2)Oc2cc(C#CC3(O)CCCC3)ccc2S1(=O)=O
    0.5	-1.2	0.6	-3.0	1.8	-0.7	0.9	1.7
COc1ccc(NS(=O)(=O)c2cc(NC(=O)c3nc4nc(C)cc(C)n4n3)ccc2C)cc1
    0.0	-5.5	nt	-37.3	-0.8	0.0	-0.8	nt
Cc1ccccc1CN1N=C(/C=C/c2ccccc2)CCC1=O
    nt	-3.4	-10.3	-1.6	-2.8	0.0	2.6	0.4
O=C(N[C@@H]1C=C[C@H](CC(=O)N2CCCCC2)O[C@@H]1CO)c1cccc(F)c1
    0.6	33.4	-8.6	10.2	0.7	0.0	1.4	-6.6
COc1ccc(C2/C=C\CN(S(=O)(=O)c3ccc(C)cc3)CC(=O)N2Cc2ccc(F)cc2)cc1 (configuration not stated)
    0.2	-1.1	3.0	-0.9	0.7	0.0	1.0	-3.5
C[C@@H]1CN([C@@H](C)CO)C(=O)c2cc(NC(=O)Nc3ccc(F)cc3)ccc2O[C@@H]1CN(C)Cc1ccc(C(=O)O)cc1
    -3.1	-20.6	-2.2	8.7	-0.9	-1.3	2.5	-0.1
CSc1nc2ccc(NC(=O)C3=NNC(=O)CC3)cc2s1
    nt	0.3	nt	-6.4	3.0	0.1	0.2	nt
c1ccc(CNc2ccc3c(c2)ncn3C2CCCCC2)nc1
    nt	-5.7	5.9	3.0	8.6	nt	1.9	10.6
CC1CN(C(=O)c2cc(Br)c(Br)s2)CC(C)O1 (configuration not stated)
    -0.1	5.3	nt	1.5	-8.3	-0.1	-0.5	3.8
Cc1cc(OCC(=O)Nc2ccc(CN3CCOCC3)cc2)c2c(C)cc(=O)oc2c1
    nt	-0.6	4.1	-29.3	-0.3	0.0	-0.9	13.4
O=C(c1ccsc1)N1CCCC(N2CCN(c3cccc(Cl)c3)CC2)C1 (configuration not stated)
    nt	-3.9	4.2	3.5	-3.5	0.3	-7.1	0.7
CCOC(=O)[C@]12CCC=C1N(Cc1cccc3ccccc13)C(=O)[C@H](CC(=O)NCc1ccccc1)C2
    nt	-1.3	nt	-18.1	1.0	0.3	-4.0	nt
NC(=S)Nc1ccc2cc[nH]c2c1
    ?	-2.3	nt	4.5	-8.0	0.2	-1.4	-1.1
COC(=O)c1cc(S(=O)(=O)N2CCN(c3ccc(C(C)=O)cc3)CC2)c[nH]1
    nt	-4.5	nt	-5.4	0.6	0.0	-5.7	3.2
O=C(c1ccc(Cl)c(S(=O)(=O)N2CCCCCC2)c1)N1CCCC(C(F)(F)F)C1 (configuration not stated)
    nt	-32.0	2.8	8.7	3.1	-0.1	1.2	-0.5
O=C(O)CN1C(=O)/C(=C\c2cc(Br)ccc2OCc2ccccc2F)SC1=S
    nt	-0.5	11.8	-25.2	6.3	0.2	-2.5	-5.1
Nc1nc(Cl)nc2c1ncn2C1CCC(CO)O1 (configuration not stated)
    -0.1	-3.5	-12.0	-2.1	-1.6	0.2	-4.2	-2.0
c1csc(CNc2ccn3nc(-c4ccc(OCCN5CCOCC5)cc4)cc3n2)c1
    0.1	-2.1	7.7	-86.1	0.8	0.0	0.3	?
CCCC#Cc1ccc2c(c1)O[C@@H](CN(C)C(C)=O)[C@H](C)CN([C@H](C)CO)S2(=O)=O
    0.0	11.3	-8.6	3.4	-0.5	-0.2	-10.3	-2.4
CCOC(=O)[C@]12CCCC=C1N(Cc1ccco1)C(=O)[C@H](CC(=O)NCc1ccccc1)C2
    0.4	-18.7	nt	-20.9	nt	0.7	-3.3	nt
C/C=C/c1ccc([C@H]2[C@@H](CO)N(C(=O)COC)[C@@H]2CNC(=O)CC)cc1
    0.0	-6.0	-5.8	-5.8	0.3	0.1	0.1	-1.5
O=C(c1ccco1)N1CCN(C(=O)c2ccc(CS(=O)c3cccc(Cl)c3)o2)CC1 (configuration not stated)
    nt	5.2	0.5	-3.1	0.5	-0.1	0.9	-4.6
N#Cc1ccccc1OCC(=O)NCC(c1ccc(F)cc1)N1CCOCC1 (configuration not stated)
    nt	-1.4	1.9	-6.3	-3.6	0.2	2.4	-3.0
Cc1ccc(OCCCSc2n[nH]c(N)n2)cc1
    nt	-2.9	nt	-15.4	1.3	0.1	4.2	nt
CC1CC(=O)N(CC(=O)NC2CCCCC2)c2ccccc2S1 (configuration not stated)
    nt	-2.2	2.5	-6.7	-7.7	0.1	-2.8	0.9
CCCc1cc(NC(=O)COC(=O)c2ccc(O)cc2O)n(-c2ccccc2)n1
    2.1	-8.4	8.0	-10.9	-0.4	0.2	3.1	11.5
N#CCCN(C(=O)COC(=O)CCN=C1NS(=O)(=O)c2ccccc21)c1ccc(F)cc1
    nt	-1.3	7.2	-18.3	-7.3	0.2	3.1	-7.8
CC(=O)c1ccc(NC(=S)N2CCN(S(=O)(=O)c3ccc(F)cc3)CC2)cc1
    -0.5	-3.1	-5.0	-4.4	-3.9	0.0	3.5	0.5
O=C(Cc1ccccc1)NNC(=O)c1ccc(NC(=O)c2ccccc2)cc1
    nt	-5.5	-7.8	-7.0	3.0	0.0	3.6	6.6
OC[C@@H]1[C@H](c2ccccc2)C2(CN(CCC(F)(F)F)C2)N1Cc1cccnc1
    2.7	-19.4	nt	-3.9	nt	0.0	-4.0	nt
O=C(N/N=C/c1c[nH]c2ccc(Br)cc12)C1CC1
    4.0	-1.4	nt	9.5	-0.6	0.0	4.7	nt
C[C@@H](NC(=O)C[C@H]1CC[C@@H]2[C@H](COC[C@@H](O)CN2C(=O)Nc2cccc(F)c2)O1)c1ccccc1
    0.2	7.6	3.1	0.9	1.2	0.9	0.8	15.6
CCCC(O)C#Cc1cnc2c(c1)C(=O)N([C@H](C)CO)C[C@H](C)[C@H](CN(C)C)O2 (some centres not stated)
    -0.1	-1.5	-1.2	5.4	-3.6	0.3	-2.3	-4.4
O=[N+]([O-])c1ccc(N2CCSCC2)cc1O
    0.2	0.2	1.9	-9.0	nt	0.2	2.4	-1.6
Cc1cc(F)ccc1NS(=O)(=O)c1c(C)nc2scc(C)n2c1=O
    nt	-4.5	1.2	-11.3	-0.5	0.0	-7.7	8.8
COC(=O)c1ccc(COC(=O)c2ccc(SC)cc2OC)cc1
    0.5	3.2	6.0	-16.5	-0.5	0.5	-0.2	62.8*
C[C@@H]1CN([C@@H](C)CO)C(=O)c2cc(NC(=O)CCCCCC(=O)Nc3ccccc3N)ccc2O[C@H]1CN(C)S(=O)(=O)c1cn(C)cn1
    -0.6	-6.7	nt	-21.1	-0.7	0.1	2.6	nt
